# SMARCA2 act – activators of SMARCA2 function; MG213 cells, MMTV-luciferase reporter, dexamethasone, overnight; actives 1% (n = 370,000); AID 652017; activation, % at 9.1 µM; in the data active = activation above about 7.8%;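 note: 0% = vehicle wells and 100% = reference activator wells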
# PG9 binder – binds the HIV-1 gp120 antibody PG9; TR-FRET gp120-PG9 antibody binding; inhibition, % at 6.7 µM; actives 0.43% (n = 360,000); in the data active = inhibition above about 8.5%
# HGIII-sPLA2 inh – Blocks human group III sPLA2 activity. actives 0.56% (n = 370,000). inhibition, % at 12.2 µM. AID 743126. Q9NZ20. QFRET BODIPY PC-A2 liposome hydrolysis, fluorescence;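 active = inhibition above mean plus 3 SD of compounds lying within the high and low control bounds, cut at about 19% in these data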;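 note: 0% = median of test compound wells and 100% = no enzyme DMSO wells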
# hcDAF12 agonist – activators of H. contortus DAF-12 nuclear receptor. HEK293 hcDAF-12 lit1-tk-luc reporter, luminescence; 0% DMSO, 100% Δ7-dafachronic acid. actives 1.4% (n = 370,000). activation, % at 6.8 µM;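 active = activation above the mean of all tested compounds plus 3 SD, cut at about 5.5% in these data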;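 note: 100% = response to 3 µM Δ7-dafachronic acid high control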
# DAX1 inh-1 – DAX1 (NR0B1) inhibition, primary screen; inhibition, % at 6.8 µM; actives 1.1% (n = 370,000); AID 652010; HEK293T StAR-luciferase reporter, SF-1/DAX-1 repression relief;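 active = inhibition above the mean over all tested compounds plus 3 SD, cut at about 3.6% in these data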;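 note: 0% = DAX-1 cells with DMSO and 100% = cells lacking DAX-1 with DMSO; higher inhibition means more luminescence from relief of DAX-1 repression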
# DAX1 inh-2 – inhibitors of human orphan nuclear receptor DAX1 (NR0B1). HEK293 Gal4-DAX1 luciferase reporter, luminescence. AID 504766. inhibition, % at 6.75 µM. actives 0.99% (n = 340,000);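 active = inhibition above the mean over all tested compounds plus 3 SD, cut at about 4.2% in these data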;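 note: 0% = DAX1-transfected cells with DMSO and 100% = empty-vector control cells with DMSO; inhibition shows as a rise in luminescence from relieved DAX1 repression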
# Target sequence (P51843 207-470 limits assumed): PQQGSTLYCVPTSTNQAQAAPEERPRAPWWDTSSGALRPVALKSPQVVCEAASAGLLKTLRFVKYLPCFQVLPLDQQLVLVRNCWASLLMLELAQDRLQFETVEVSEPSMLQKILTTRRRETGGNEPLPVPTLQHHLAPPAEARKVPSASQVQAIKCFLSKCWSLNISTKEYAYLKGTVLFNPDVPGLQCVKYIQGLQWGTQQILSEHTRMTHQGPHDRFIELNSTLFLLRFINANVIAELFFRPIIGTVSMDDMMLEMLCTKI
# hgDAF12 agonist – agonists of H. glycines DAF-12 nuclear receptor; HEK293 GAL4-hgDAF12 UAS-luciferase reporter, agonist luminescence; normalized to butyrate control; activation, % at 6.8 µM; actives 1.8% (n = 370,000); AID 687014;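 active = activation above a cutoff set at the mean of all screened compounds plus 3 SD, cut at about 10% in these data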;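 note: 0% = DMSO wells and 100% = sodium butyrate wells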
# GAA850 FXN act – frataxin GAA850 promoter activation; HEK293 lucGAA850 FXN promoter luciferase reporter, 24 h; percent of 10 µM SAHA response; activation, % at 6 µM; actives 0.56% (n = 360,000);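 active = activation above the average of all compounds screened plus 3 SD, cutoff fixed separately per campaign, cut at about 7.5% in these data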;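 note: 0% = DMSO wells and 100% = 10 µM SAHA wells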
# PLCb3 inh – blocks human PLC-beta3 enzyme activity | Q01970 | Purified PLC-beta3, fluorogenic substrate, fluorescence | inhibition, % at 12.2 µM | actives 0.18% (n = 370,000) | AID 720704; in the data active = inhibition above about 11%;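 note: 0% = median of compound wells on plate and 100% = full blocker control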
# Rev-erbA mod – modulators of human Rev-erb alpha DNA binding. activity, % at 10 µM. AID 1259318. actives 0.79% (n = 370,000). Rev-erbα–FITC-DNA binding, fluorescence polarization, 90 min. P20393;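 active = activity above about 14%, limit read from the data; passing the limit was not always enough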;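 note: 0% = DMSO wells with 35 nM protein and 100% = DMSO wells with 750 nM protein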
# Target sequence (P20393 whole entry, looked up): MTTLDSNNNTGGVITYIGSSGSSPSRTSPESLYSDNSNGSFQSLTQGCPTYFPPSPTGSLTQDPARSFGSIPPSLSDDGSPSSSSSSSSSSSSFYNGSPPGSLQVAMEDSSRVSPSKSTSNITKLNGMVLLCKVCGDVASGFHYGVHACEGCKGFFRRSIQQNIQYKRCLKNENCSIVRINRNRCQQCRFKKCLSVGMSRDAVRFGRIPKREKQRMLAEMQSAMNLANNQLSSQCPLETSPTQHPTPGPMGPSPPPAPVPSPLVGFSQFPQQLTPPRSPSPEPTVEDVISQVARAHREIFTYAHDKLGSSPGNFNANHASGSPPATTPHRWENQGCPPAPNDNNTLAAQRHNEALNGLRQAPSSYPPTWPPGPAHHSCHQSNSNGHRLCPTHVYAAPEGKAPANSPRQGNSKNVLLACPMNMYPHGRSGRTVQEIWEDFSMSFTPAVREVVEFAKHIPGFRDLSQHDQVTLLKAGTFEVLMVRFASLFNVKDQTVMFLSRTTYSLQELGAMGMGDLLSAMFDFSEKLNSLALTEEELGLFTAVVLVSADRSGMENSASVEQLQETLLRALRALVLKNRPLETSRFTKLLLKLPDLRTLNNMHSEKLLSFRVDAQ
# ssDAF-12 act – activates DAF-12 receptor from parasite S. stercoralis | HEK293 ssDAF-12/GRIP1 lit1-tk-luc reporter, luminescence; % of 3 µM dafachronic acid response | activation, % at 6.8 µM | actives 1% (n = 370,000) | AID 652126;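 active = activation above the mean over all tested compounds plus 3 SD, cut at about 0.9% in these data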;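 note: 0% = DMSO-only wells and 100% = 3 µM delta7-dafachronic acid wells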
# * = called active by the depositor; . = no result given.
SMILES,SMARCA2 act,PG9 binder,HGIII-sPLA2 inh,hcDAF12 agonist,DAX1 inh-1,DAX1 inh-2,hgDAF12 agonist,GAA850 FXN act,PLCb3 inh,Rev-erbA mod,ssDAF-12 act
Nc1ncnc2c1ncn2[C@@H]1O[C@H](C(=O)NCCCN2CCCC2=O)[C@@H](O)[C@H]1O,-1,-1.1,-1,0.1,-0.3,.,2.7,.,2,-2,-0.8
CCCCCCCCOC(=O)CCc1c(C)[nH]c(=S)[nH]c1=O,-1,1.0,-5,0.0,-0.1,-0.9,1.9,-0.4,2,-1,-1.1
Cc1ccc(NC(=O)c2cc(-n3cnnc3)ccc2Cl)cc1,3,-0.7,3,-0.6,0.7,-0.1,-1.1,0.3,7,5,-1.4
Cc1ccc(CC(=O)N2CCN(C(=O)C3CCCO3)CC2)cc1 (centres undefined),-2,-2.7,10,-2.5,0.1,0.0,0.1,2.4,-5,2,-0.8
O=C1CNC(c2ccccc2)C(c2ccccc2)N1 (centres undefined),-4,-1.9,-1,1.6,-0.5,0.6,4.0,0.9,-3,2,-0.9
Cc1ccc(C(=O)c2ccc([N+](=O)[O-])cc2)c(C)c1,-2,-2.5,0,-0.6,-1.2,-0.7,-0.1,0.9,2,0,-1.6
Fc1ccc(Oc2ccnc(Cl)n2)c(Cl)c1,-2,1.4,3,-2.3,-0.3,.,-0.9,.,-2,10,-1.7
CCc1nnc(NC(=O)CN2CCCC(C)C2)s1 (centres undefined),-2,-0.2,0,-1.8,-0.1,-0.1,-1.7,0.9,0,-3,-0.8
O=C(Oc1coc(CSc2nnc(NC(=O)c3cccs3)s2)cc1=O)c1ccccc1,-2,-0.2,-26,-0.4,-0.3,1.0,4.2,1.2,-6,-1,-0.6
CCCN1CCC(=NNC(=O)c2ccc(Br)o2)CC1,4,-1.1,-4,1.3,2.3,3.7,8.9,4.8,-2,2,-0.8
CC1Cc2ccccc2N1C(=O)Cn1c(=O)oc2cc(S(=O)(=O)N3CCCCC3)ccc21 (centres undefined),-3,-0.3,-3,-2.0,-1.0,1.2,-1.1,0.9,3,7,-1.5
CC(C)CCn1c(SCCc2ccccc2)nc2c1c(=O)[nH]c(=O)n2C,1,-1.3,2,-0.7,0.9,-0.6,-2.0,4.5,1,-8,-1.3
CCOC(=O)c1c(NC(=O)COC(=O)CCNS(=O)(=O)c2ccccc2)sc(C(=O)N(C)C)c1C,1,-0.5,-15,-1.6,-0.1,-1.2,-2.2,0.8,-6,-4,-1.2
CC(CNC(=O)c1cc(Cl)ccc1[N+](=O)[O-])NC(=O)c1cc(Cl)ccc1[N+](=O)[O-] (centres undefined),-2,-2.8,7,-1.6,-0.6,0.1,3.0,2.0,4,2,-1.5
CCS(=O)(=O)N1CCC(C(=O)NCCN2CCN(Cc3ccccc3)CC2)CC1,-1,1.6,1,3.6,-0.5,-0.7,-0.8,0.4,3,-5,-1.7
Cc1cccn2c(=O)nc(SCC(=O)N3CCC(C)CC3)nc12,-3,-0.5,18,-0.8,-0.6,0.9,-0.5,1.8,-6,-4,-1.4
O=C(O)c1cccc(-n2cccc2/C=C\[N+](=O)[O-])c1,-2,-1.4,0,-0.3,2.4,-0.2,-3.8,-0.3,-55,-2,-2.0
O=C(O)CSc1sc(=S)sc1SCC(=O)O,0,-0.5,2,-0.4,0.6,-0.5,-1.0,2.8,1,4,0.3
CSc1ccc(S(=O)(=O)NCC(=O)OC2CCOC2=O)cc1[N+](=O)[O-] (centres undefined),2,3.2,9,-1.4,1.5,1.0,0.4,0.1,-7,4,-0.9
COc1cc(C(=O)Nc2nnc(CC(=O)N3CCOCC3)s2)cc(OC)c1OC,-1,0.7,4,-0.9,-0.2,-0.1,-1.1,-0.6,3,-4,-0.7

# A portion of the results above, for reference:
SMILES,SMARCA2 act,PG9 binder,HGIII-sPLA2 inh,hcDAF12 agonist,DAX1 inh-1,DAX1 inh-2,hgDAF12 agonist,GAA850 FXN act,PLCb3 inh,Rev-erbA mod,ssDAF-12 act
Nc1ncnc2c1ncn2[C@@H]1O[C@H](C(=O)NCCCN2CCCC2=O)[C@@H](O)[C@H]1O,-1,-1.1,-1,0.1,-0.3,.,2.7,.,2,-2,-0.8
CCCCCCCCOC(=O)CCc1c(C)[nH]c(=S)[nH]c1=O,-1,1.0,-5,0.0,-0.1,-0.9,1.9,-0.4,2,-1,-1.1
Cc1ccc(NC(=O)c2cc(-n3cnnc3)ccc2Cl)cc1,3,-0.7,3,-0.6,0.7,-0.1,-1.1,0.3,7,5,-1.4
Cc1ccc(CC(=O)N2CCN(C(=O)C3CCCO3)CC2)cc1 (centres undefined),-2,-2.7,10,-2.5,0.1,0.0,0.1,2.4,-5,2,-0.8
O=C1CNC(c2ccccc2)C(c2ccccc2)N1 (centres undefined),-4,-1.9,-1,1.6,-0.5,0.6,4.0,0.9,-3,2,-0.9
Cc1ccc(C(=O)c2ccc([N+](=O)[O-])cc2)c(C)c1,-2,-2.5,0,-0.6,-1.2,-0.7,-0.1,0.9,2,0,-1.6
Fc1ccc(Oc2ccnc(Cl)n2)c(Cl)c1,-2,1.4,3,-2.3,-0.3,.,-0.9,.,-2,10,-1.7
CCc1nnc(NC(=O)CN2CCCC(C)C2)s1 (centres undefined),-2,-0.2,0,-1.8,-0.1,-0.1,-1.7,0.9,0,-3,-0.8
O=C(Oc1coc(CSc2nnc(NC(=O)c3cccs3)s2)cc1=O)c1ccccc1,-2,-0.2,-26,-0.4,-0.3,1.0,4.2,1.2,-6,-1,-0.6

# Remaining list, next part
SMILES,SMARCA2 act,PG9 binder,HGIII-sPLA2 inh,hcDAF12 agonist,DAX1 inh-1,DAX1 inh-2,hgDAF12 agonist,GAA850 FXN act,PLCb3 inh,Rev-erbA mod,ssDAF-12 act
O=C(Cc1ccc(Cl)cc1)NCCS(=O)(=O)N1CCN(c2ccccc2)CC1,-4,2.8,4,1.0,-2.0,-1.1,-0.5,-0.3,-6,5,-1.6
CCCc1ccc2oc(C(=O)N3CCN(c4cnccn4)CC3)c(C)c2c1,-3,0.0,-15,1.1,0.1,-0.3,4.3,3.6,-60,-1,-0.7
S=C(NCCC1=CCCCC1)Nc1ccc(Cl)cc1,-1,-0.2,7,1.4,0.8,1.6,2.3,-0.3,5,2,-0.9
CCCS(=O)(=O)N1CCN(C(=O)c2ccc(-c3ccccc3)cc2)CC1,-3,1.2,-6,-2.8,-0.9,-1.1,-4.2,0.2,1,-3,-1.7
O=C(C1CCC(CNS(=O)(=O)c2cccc3cccnc23)CC1)N1CCc2ccccc21 (centres undefined),-1,-1.5,-13,4.2,-1.3,-1.6,0.9,0.1,-1,-6,-0.6
CCN(CC)CCn1cnc2c1c(=O)[nH]c(=O)n2Cc1ccccc1,-1,-1.9,1,-1.6,0.3,0.0,-1.0,0.3,1,-7,-1.2
CCSc1nc(O)c(C2OC(=O)c3c2ccc(OC)c3OC)c(=O)n1CC (centres undefined),-1,-2.0,10,0.2,0.3,-0.5,-0.2,1.1,0,1,-0.7
Cc1cc(C)n(-c2nc3c(c(=O)[nH]c(=O)n3C)n2CC(O)c2ccccc2)n1 (centres undefined),2,-1.3,-1,-0.7,-0.2,1.8,0.0,-1.1,4,2,-0.9
COc1ccc2oc(C(=O)Nc3nccs3)c(C)c2c1,1,12*,-6,8.2*,12*,2.4,18*,2.4,-26,36*,0.5
O=S(=O)(c1ccccc1)N1CCN(Cc2ccccc2C(F)(F)F)CC1,-4,-1.3,-2,-0.3,-0.7,0.1,-2.0,2.6,3,2,-0.7
Cc1ccc(C(C(=O)Nc2ccc(C(C)C)cc2)N(C)C(=O)c2ccc(=O)[nH]c2)cc1 (centres undefined),0,-3.8,-15,-2.1,-0.3,-0.9,0.7,0.8,1,1,-1.3
CCOc1ccc(N2CC(C(=O)NCc3ccc(C)n3C)CC2=O)cc1 (centres undefined),-5,1.0,1,0.4,0.3,0.7,2.1,1.9,-10,1,-1.8
CCCS(=O)(=O)N1CCC(C(=O)N2CCN(C(=O)OCC)CC2)CC1,-2,-0.7,5,1.8,-0.1,-1.0,-1.9,-0.1,1,-1,-1.5
CCOC(=O)C1CCN(C2CCN(Cc3nc(-c4ccccc4)no3)CC2)CC1,-4,-1.6,5,-2.6,-1.4,-1.2,-3.0,0.3,0,1,-2.0
CC(C)(O)C(=O)NN(Cc1ccccc1)c1ccccc1,-1,-0.9,3,0.2,0.3,0.0,0.0,1.1,1,0,-0.6
CCn1c(SCC(=O)NC2CCCCC2)nnc1-c1cccs1,-2,0.3,0,-2.6,-0.7,0.2,-1.9,0.5,6,-2,-1.7
C[C@H]1CN([C@@H](C)CO)C(=O)CCCn2cc(nn2)CO[C@@H]1CN(C)C(=O)Nc1ccccc1C(F)(F)F,-4,0.1,1,1.1,0.9,0.4,-3.3,0.7,-1,1,-0.8
Cc1nc(NCc2ccccc2)c2cc[nH]c2n1,-1,-1.7,-48,0.2,-0.3,-1.2,-2.1,3.5,-2,3,-1.3
Cc1onc(-c2ccccc2)c1CNC(=O)CN1C(=O)c2ccccc2C1=O,2,-1.4,-1,2.1,0.8,-1.1,6.1,0.1,-13,5,-0.3
COc1ccc(CN2CCN(C(=O)CCC(=O)c3ccc(C)s3)CC2)cc1OC,-2,-1.8,-3,-0.7,-0.9,-1.2,-1.0,1.8,-18,1,-1.2
COc1cc(C(C(=O)NC2CCCCC2)N(C(=O)c2snc(C(N)=O)c2N)c2ccc(C)cc2)ccc1O (centres undefined),-3,-0.4,-23,-2.7,-0.8,-0.6,-2.6,0.0,-81,-2,-1.6
Cc1coc2cc3oc(=O)c(CCC(=O)NCCCN4CCCC4=O)c(C)c3cc12,0,-2.0,-4,-2.3,1.4,0.0,-0.9,0.1,-225,7,-1.1
Cc1nc2cc(CO)ccc2n1C,-3,0.8,6,-0.6,0.4,0.0,3.1,-0.3,-6,-3,-0.8
O=C(OCC(=O)N1CCC(c2ccccc2)=N1)c1ccc([N+](=O)[O-])s1,0,-3.6,4,-2.2,-0.6,0.3,1.1,-0.4,4,0,-1.4
CC(C)N1C(=O)c2ccccc2C1C(=O)NC1CCCCCC1 (centres undefined),-2,-1.6,5,-1.3,0.0,-0.8,-1.0,0.3,0,-2,-0.5
COc1ccc(C(c2nnnn2Cc2ccccc2)N2CCN(c3ccccc3)CC2)cc1 (centres undefined),-1,0.9,-4,-0.6,0.0,0.6,-1.2,-3.1,0,-3,-1.4
Cc1occc1-c1nnc(SCC(=O)Nc2ccccc2)n1CCc1ccccc1,-2,0.2,-19,-1.7,-0.6,0.6,0.4,-2.0,2,-2,-1.2

# Assay outcomes from PubChem BioAssay.
